High-throughput results from PubChem BioAssay.
PfHsp40 rescue: restores yeast growth despite PfHsp40 toxicity; growth rescue, % at 12.5 µM; AID 504582; 0.68% of 340,000 active; S. cerevisiae expressing PfHsp40, growth rescue, ATP luminescence; in the data active means growth rescue above about 28%, passing the limit was not always enough; inconclusive means no clear call, values can overlap the other calls;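 further: yeast W303a lacking pdr1 and pdr3 grown in galactose medium; growth measured after three days at 30 °C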
BoNT A protease: BoNT A light chain protease inhibition. multiplex microsphere protease substrate cleavage, flow cytometry. inhibition, % at 10 µM. 0.17% of 360,000 active. AID 588499; further: plate controls were buffer without enzyme for full effect and enzyme alone for no effect
SSB-PriA inh: blocks PriA binding to SSB C-terminal tail; AlphaScreen SSBct-PriA binding, biotinylated peptide; AID 1272365; inhibition, % at 33 µM; 0.6% of 430,000 active; in the data active means inhibition mostly above about 37%, no sharp cut-off; inactive means mostly below about 20%;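 further: plate controls were negative control peptide for no effect and reference peptide for full effect; strong numbers were not always called active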
Anthrax LF prot: blocks Bacillus anthracis lethal factor protease | 0.12% of 360,000 active | multiplex microsphere protease cleavage assay, LF | inhibition, % at 10 µM | P15917 | AID 588501; further: plate controls were buffer without enzyme for full effect and enzyme alone for no effect
Target sequence (P15917 whole entry, looked up): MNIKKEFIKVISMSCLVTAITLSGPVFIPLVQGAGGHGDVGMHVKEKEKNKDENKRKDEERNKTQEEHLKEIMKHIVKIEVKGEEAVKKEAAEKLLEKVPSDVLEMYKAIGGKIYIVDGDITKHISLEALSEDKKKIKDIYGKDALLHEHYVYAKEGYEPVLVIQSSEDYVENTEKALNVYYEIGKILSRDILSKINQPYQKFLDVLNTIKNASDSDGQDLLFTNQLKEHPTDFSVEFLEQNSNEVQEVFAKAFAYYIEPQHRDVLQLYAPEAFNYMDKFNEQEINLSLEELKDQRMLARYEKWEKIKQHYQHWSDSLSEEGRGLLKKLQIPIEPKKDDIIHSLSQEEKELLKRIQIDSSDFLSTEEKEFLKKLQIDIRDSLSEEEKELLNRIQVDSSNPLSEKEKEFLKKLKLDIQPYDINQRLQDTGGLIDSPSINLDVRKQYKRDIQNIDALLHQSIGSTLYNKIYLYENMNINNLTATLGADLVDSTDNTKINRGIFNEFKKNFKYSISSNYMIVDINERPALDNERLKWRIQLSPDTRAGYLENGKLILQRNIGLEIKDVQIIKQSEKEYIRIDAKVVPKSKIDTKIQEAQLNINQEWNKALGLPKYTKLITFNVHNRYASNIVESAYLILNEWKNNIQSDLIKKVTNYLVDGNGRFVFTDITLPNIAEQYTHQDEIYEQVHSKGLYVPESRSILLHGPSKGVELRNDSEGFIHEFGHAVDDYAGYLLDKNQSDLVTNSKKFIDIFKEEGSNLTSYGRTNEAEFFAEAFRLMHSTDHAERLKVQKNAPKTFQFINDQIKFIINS
Yp Topo-I inh: Y. pestis Topo-I inhibition via cleavage products; Y. pestis Topo-I cleavage product accumulation, plate reader; activity, % at 10 µM; 0.064% of 360,000 active; AID 504884; in the data active means activity above about 50%, passing the limit was not always enough; inconclusive means no clear call, values can overlap the other calls; further: inactives centre near 2
DUSP3 inh: inhibitors of human VHR1 phosphatase (DUSP3); AID 1654; recombinant VHR phosphatase, pNPP absorbance; P51452; inhibition, % at 13.3 µM; 0.52% of 290,000 active; in the data active means inhibition above about 50%; further: some compounds called inactive have numbers as strong as hits
Target sequence (P51452 whole entry, looked up): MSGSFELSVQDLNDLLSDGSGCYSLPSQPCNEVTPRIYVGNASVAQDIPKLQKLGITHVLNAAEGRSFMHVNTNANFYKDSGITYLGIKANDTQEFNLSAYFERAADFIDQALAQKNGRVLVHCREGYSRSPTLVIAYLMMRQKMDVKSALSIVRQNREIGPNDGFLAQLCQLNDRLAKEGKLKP
TcdB inh: TcdB glycohydrolase inhibition; P18177; TcdB glycohydrolase enzymatic assay, plate reader; inhibition, % at 9.99 µM; 0.24% of 350,000 active; AID 652162; in the data active means inhibition above about 10%
SARS 3CLpro inh: SARS-CoV 3CLpro protease inhibition. inhibition, % at 6 µM. 0.14% of 290,000 active. recombinant SARS-CoV 3CLpro, quenched FRET peptide cleavage; in the data active means inhibition above about 12%
CCHFV vOTU inh: CCHFV vOTU protease inhibition; Pep-AMC fluorescence; inhibition, % at 11.5 µM; 0.55% of 370,000 active; AID 651958; in the data active means inhibition above about 30%; further: 0% = vehicle wells with enzyme and 100% = no enzyme wells
Vc quorum ag: quorum light induction in luxS cqsA deficient V. cholerae. activation, % at 18.7 µM. 0.16% of 350,000 active. AID 588436. V. cholerae BH1578 lux reporter, luminescence, 6 h; in the data active means activation mostly above about 9.7%, no sharp cut-off; inconclusive means no clear call, values can overlap the other calls; inactive means mostly below about 3.7%; further: not every result past the cut was called active; inactives centre near 0; reference of the scale not given here
The depositor's hits bear a star; i = inactive; ? = inconclusive; / = no result given; & = joins results of further samples. Unless noted, no stated cut-off is given here; in the data, active means inhibition above about 30%; inconclusive means no clear call, values can overlap the other calls; inactive means below that.

SMILES | PfHsp40 rescue | BoNT A protease | SSB-PriA inh | Anthrax LF prot | Yp Topo-I inh | DUSP3 inh | TcdB inh | SARS 3CLpro inh | CCHFV vOTU inh | Vc quorum ag
COc1ccc2c(c1)sc(N)[n+]2Cc1cc(C)cc2cccnc12 | 0.3 | -0.6 | 5 | -2 | 4 | 0 | 0.9 | -4 | -8 | 0.6
O=C(NC1CCCC1)C(c1ccccc1)N(C(=O)c1csnn1)C1CCCC1 (stereo unspecified) | -0.3 | -3.1 | -9 | 8 | 5 | 13 | -0.1 | 3 | 3 | i
Cc1cc(C(F)(F)F)c2sc(N)nc2n1 | 0.9 | 1.0 | -29 | 2 | 8 | -13 | / | 3 | 1 | 0.8
COc1cc(NC(=O)c2cc(Cl)ccc2Cl)ccc1-c1cc2ccccc2oc1=O | -0.1 | 3.0 | -14 | 0 | -7 | 34 | / | 1 | -10 | i
Cn1nccc1C(=O)NC1CCCc2c1cnn2-c1ccccc1F (stereo unspecified) | 0.3 | -0.5 | -23 | -1 | 8 | 6 | 2.4 | 3 | 0 | -0.3
CC1CCCN(CCOCCOc2ccccc2-c2ccccc2)C1 (stereo unspecified) | 2.6 | 1.0 | -1 | 0 | -6 | -5 | -0.5 | 5 | -11 | -1.6
COc1ccc(Cc2nnc(SCC(=O)Nc3ncc(C)s3)o2)cc1 | 0.1 | 1.0 | -6 | -2 | -1 | 9 | / | -2 | 13 | 0.4
C1CCc2c(nc3nnnn3c2NCC2CC2)C1 | 0.0 | -0.3 | 3 | 1 | 5 | 11 | 1.0 | 0 | -11 | 4.3
Cc1ccc(OCC(=O)Oc2ccc(C)c(C)c2)cc1 | -2.3 | 0.8 | -8 | 12 | 1 | 12 | 0.5 | 6 | 9 | i
CCCCC(=O)NC(=S)Nc1ccc(NC(=O)C(C)C)c(OC)c1 | 0.4 | -0.1 | -4 | -3 | 2 | 6 | 0.2 | 7 | 4 | -0.1
Cc1ccccc1S(=O)(=O)Cc1ccc(C(=O)NCc2ccc(F)cc2)o1 | 2.3 | -0.2 | 3 | 4 | 3 | -5 | 1.6 | -1 | -21 | i
CCN1C(=O)[C@H]2[C@@H](c3ccc(SC4CCCCC4)cc3)N3CCCC[C@@]3(C(=O)OC)[C@H]2C1=O | 3.4 | 0.0 | 1 | -1 | 0 | / | -0.4 | / | -6 | 1.2
COc1ccccc1CCNC(=O)C(=O)NCC1CCCN1S(=O)(=O)c1ccccc1 (stereo unspecified) | 14 | 0.7 | 2 | -4 | 20 | / | 1.4 | / | -3 | i
Cn1cc(CN2CCC(n3nccc3NC(=O)c3ccccc3Cl)CC2)cn1 | 0.4 | -1.3 | -5 | 2 | -1 | 2 | -0.8 | 2 | -4 | -1.5
Cc1cccc(NC(=O)CSc2nnc(C)c(C)n2)c1 | -0.3 | -2.3 | 4 | -2 | -2 | 7 | 0.9 | 5 | -4 | -0.6
Cc1nc(C)c(/C(O)=C\c2nc3ccc([N+](=O)[O-])cc3oc2=O)o1 | / | / | 2 | / | 1 | -19 | -0.8 | 6 | -7 | -0.6
O=C(Nc1ccc(F)cc1F)N1CCCCCC1 | 0.1 | 0.7 | 0 | 3 | 5 | 27 | 2.3 | 1 | 9 | -0.1
O=C(Nc1cccnc1)Nc1ccc(F)c(Cl)c1 | -3.1 | ? | -14 | -1 | 11 | -15 | / | 1 | 8 | -1.8
O=C(c1ccc2c(c1)N(Cc1ccc(F)cc1)CCS2)N1CCC2(CC1)OCCO2 | -1.4 | 3.5 | 8 | -1 | -7 | 9 | 0.5 | 3 | -14 | i
O=C(COc1ccccc1)N1CCN=C1SCc1ccccc1F | -0.5 | -0.7 | -6 | -4 | 1 | -4 | -0.5 | 0 | 2 | -0.4
C=CCOc1nc(-c2ccncc2)nc2ccccc12 | -1.5 | -2.9 | -3 | -7 | 5 | 27 | / | -7 | 17 | -1.3
COc1ccc(S(=O)(=O)N(C)C[C@H]2OCc3cnnn3CCCC(=O)N([C@@H](C)CO)C[C@H]2C)cc1 | / | -0.5 | / | -8 | 3 | / | 0.4&-0.3 | / | -2 | i
CCOc1ccc(N2C(=O)CC(Sc3n[nH]c(-c4ccccc4)n3)C2=O)cc1 (stereo unspecified) | 4.2 | -0.5 | 3 | -1 | -6 | 6 | 3.1 | -2 | 16 | 1.3
Cc1ccc(C)c(CN2C(=O)COc3ccc(C(=O)c4ccccc4C(=O)O)cc32)c1 | -0.3 | -1.9 | 0 | 4 | 3 | 24 | 14* | 1 | 8 | i
CCc1nnc(NC(=O)C2CC(=O)N(CCc3ccc(F)cc3)C2)s1 (stereo unspecified) | -0.6 | -2.4 | -7 | -8 | 3 | -8 | -0.1 | -4 | -8 | -0.3
CC1CCc2nc(NC(=O)Nc3ccc4c(c3)OCO4)sc2C1 (stereo unspecified) | 0.0 | -0.5 | 0 | -6 | -2 | -36 | 0.4 | 0 | -3 | i
CC1=NN(c2ccccc2)C(=O)/C1=C/c1c(O)n(-c2ccc(F)cc2)[nH]c1=O | 0.8 | 0.8 | / | -6 | 5 | 12 | / | 5 | 22 | -0.6
COc1ccc(CN(C)S(=O)(=O)c2nnc(NC(=O)c3ccccc3Br)s2)cc1 | 0.9 | -1.4 | 2 | -1 | 5 | -32 | 0.7 | 5 | 26 | -0.3
O=C(CN1CCN(S(=O)(=O)c2ccccc2F)CC1)NCC1(N2CCOCC2)CCCCC1 | -0.8 | -1.4 | -7 | -4 | 17 | / | -3.8 | / | 6 | -3.1
C=CCS/C(=N\n1cnc2ccccc2c1=O)N(CC)CC | -0.1 | -0.3 | / | 5 | 1 | 12 | / | 1 | 1 | -12
CCCNC(=S)NC1CC2CCCC(C1)N2Cc1ccc(F)cc1 (stereo unspecified) | -0.5 | 2.6 | 0 | -19 | 8 | 11 | -0.1 | 0 | 2 | i
COc1ccc(CC(=O)OCC(=O)NC(=O)NC2CCCC2)cc1 | -1.2 | -0.1 | 8 | -2 | 6 | / | 1.3 | / | 12 | -0.6
O=C(COC(=O)c1ccc(S(=O)(=O)N2CCCC2)cc1)Nc1cccc(F)c1 | 0.4 | -0.5 | 6 | -10 | 9 | / | 0.5 | / | 4 | -0.6
COCc1cc(C)n(CC(=O)N/N=C/c2ccc(-c3ccc(Cl)c(C(=O)O)c3)o2)c(=O)c1C#N | -0.2 | -1.1 | / | -7 | 0 | 2 | / | 5 | 17 | -0.8
CC1Oc2ccccc2OC1(O)c1ccc2ccccc2n1 (stereo unspecified) | 19 | -1.0 | 1 | -1 | 5 | 17 | 2.8 | 1 | 8 | i
CCn1c(SCC(=O)NC2CC2)nnc1-c1csc(C)c1 | 0.3 | 2.1 | -14 | 10 | 4 | 20 | 0.6 | 0 | -5 | 1.1
CC(C)c1ccc(NC(=O)CN(Cc2ccccc2)S(C)(=O)=O)cc1 | -1.1 | -0.9 | -3 | -2 | 1 | 0 | / | 6 | 5 | i
O=C1C2C3c4ccccc4C(c4ccccc43)[C@@H]2C(=O)N1c1ccccn1 (stereo partly specified) | -0.1 | ? | 0 | -2 | 2 | 8 | 3.0 | 7 | 4 | i
CC1CCCC(C)N1C(=O)Cn1cnc2cc([N+](=O)[O-])ccc2c1=O (stereo unspecified) | 3.8 | -3.9 | -4 | -15 | -11 | 29 | 0.1 | 2 | -2 | -0.5
NC(C(=O)O)c1cc(=O)[nH]o1 (stereo unspecified) | -0.9 | -0.5 | -4 | 1 | 4 | / | -0.3 | / | -6 | -0.7
O=C(CCC1CCCN(C(=O)C2=CCCC2)C1)N1CCN(c2ccccn2)CC1 (stereo unspecified) | 0.7 | -0.6 | 3 | 7 | 5 | 35 | -0.2 | -5 | -2 | -0.1
CC(Nc1ccc2c(c1)OCCO2)C(=O)Nc1ccc2c(c1)OCO2 (stereo unspecified) | -0.5 | -0.5 | 15 | 0 | 3 | 8 | -4.1 | 5 | -3 | -0.1
O=S(=O)(Nc1ccc(-n2cccc2)cc1)c1ccc(Cl)cc1Cl | 9.2 | -0.7 | 15 | -6 | 8 | 5 | / | 0 | -8 | -4.3
COc1ccc(-c2c(-c3cc(OC)cc(OC)c3)n(C)c3ccc(-c4ccc(N(C)C)nc4)cc23)cc1 | -2.3 | 0.0 | -6 | 3 | 7 | / | 1.7 | / | -8 | -2.1
Cn1nnnc1SCC(=O)Nc1ccc(Cl)c(S(=O)(=O)N2CCOCC2)c1 | 0.6 | 0.3 | 7 | 1 | 2 | 10 | 0.4 | -1 | -2 | -4.8
Cc1ccccc1-c1cnc(C(O)c2ccc(Cl)c(F)c2)[nH]1 (stereo unspecified) | / | 0.2 | / | -10 | -9 | / | 2.2 | / | 21 | i
C[C@@H]1CN([C@@H](C)CO)C(=O)CCCn2cc(nn2)CO[C@H]1CN(C)S(=O)(=O)c1ccccc1C#N | / | -0.1 | / | 0 | 1 | / | -10&-0.1 | / | -1 | i
Cn1nnnc1SCC(=O)c1ccco1 | -1.6 | 0.0 | -11 | 2 | -11 | 28 | / | -3 | 20 | /
O=S1OC(c2ccccc2)c2cc(Cl)ccc21 (stereo unspecified) | 4.8 | 0.4 | 6 | -1 | 2 | / | 2.0 | / | -9 | -2.7
COc1cc(NC2=Nc3cccc4cccc2c34)cc(OC)c1OC | -0.2 | 0.1 | 35 | -2 | 1 | 10 | 3.5 | -3 | 7 | i
C[C@@H]1CC=C[C@H]2[C@H]1C(=O)N(Cc1ccccc1)[C@H]2c1ccc2ccccc2c1 | 1.2 | 0.0 | 8 | -3 | 23 | 7 | -2.0 | / | 9 | i
Cc1ccc(S(=O)(=O)Nc2ccccn2)c(C)c1 | / | -0.2 | / | 4 | 9 | / | 1.5 | / | -7 | 0.8
CN(C)S(=O)(=O)c1ccc(C(=O)NCC(=O)Nc2ccc(F)c(F)c2)cc1 | -2.4 | 0.8 | -16 | -14 | -4 | / | 0.5 | -5 | -12 | i
COc1cc(OC)cc(C(=O)NNC(=O)CN2C(=O)NC(C)(c3ccccc3)C2=O)c1 (stereo unspecified) | -1.7 | -0.4 | 2 | -6 | 2 | / | -3.3 | / | 5 | i
COc1ccc(N(C(=O)c2ccc(F)cc2)C2=CC3CCC(C2)N3C)cc1 (stereo unspecified) | 1.9 | -0.2 | -7 | -2 | 5 | 10 | / | 4 | 15 | i
CCOCCCN1CC(C(=O)NCc2ccc3c(c2)OCO3)CC1=O (stereo unspecified) | 1.7 | -1.2 | 2 | -4 | 4 | 21 | 0.0 | 0 | -8 | -1.4
C/C(=N\NC(=O)c1cc(C)oc1C)c1ccc2c(c1)OCO2 | -0.5 | -0.5 | / | -1 | 0 | 19 | -4.3 | 1 | 19 | 0.6

Reformatted with tabs: 5 of the compounds above
SMILES	PfHsp40 rescue	BoNT A protease	SSB-PriA inh	Anthrax LF prot	Yp Topo-I inh	DUSP3 inh	TcdB inh	SARS 3CLpro inh	CCHFV vOTU inh	Vc quorum ag
C[C@@H]1CC=C[C@H]2[C@H]1C(=O)N(Cc1ccccc1)[C@H]2c1ccc2ccccc2c1	1.2	0.0	8	-3	23	7	-2.0	/	9	i
COc1cc(NC2=Nc3cccc4cccc2c34)cc(OC)c1OC	-0.2	0.1	35	-2	1	10	3.5	-3	7	i
CN(C)S(=O)(=O)c1ccc(C(=O)NCC(=O)Nc2ccc(F)c(F)c2)cc1	-2.4	0.8	-16	-14	-4	/	0.5	-5	-12	i
Cn1nnnc1SCC(=O)Nc1ccc(Cl)c(S(=O)(=O)N2CCOCC2)c1	0.6	0.3	7	1	2	10	0.4	-1	-2	-4.8
Cn1nnnc1SCC(=O)c1ccco1	-1.6	0.0	-11	2	-11	28	/	-3	20	/

An excerpt, so the mix of outcomes need not match the whole.
